CAL PDZ FP-1 – inhibitors of human CAL PDZ peptide binding. Q9HD26. purified CAL PDZ, TMR-peptide fluorescence polarization, 1 h. inhibition, % at 24.9 µM. hit rate 0.92% among 300,000. AID 602252;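 active means mean inhibition of at least 30% with at least half of replicates also reaching 30%; inconclusive means no clear call, values can overlap the other calls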;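 further: 0% = DMSO neutral control and 100% = excess unlabeled competitor peptide PRC23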
Rtt109 Vps75 – inhibitors of Candida albicans Rtt109/Vps75 histone acetyltransferase; Q5AAJ8; purified Rtt109/Vps75, ThioGlo CoA-SH fluorescence, 4 h; inhibition, % at 34.9 µM; hit rate 0.16% among 330,000; AID 540336;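 active means inhibition of at least 50% in every replicate; inconclusive means best replicate reaches 50% inhibition but some replicates fall short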
SR-BI uptake up – SR-BI HDL lipid transfer activation. AID 504775. CHO ldlA[mSR-BI] cells, DiI-HDL uptake fluorescence, 3 h; 100 = double the neutral-control signal. hit rate 0.096% among 320,000. activation, % at 12.5 µM;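 active means mean replicate activation of at least 60% and every replicate at or above 60%; inconclusive means mean or all-replicate condition met, but not both; inactive means mean below 60% and not all replicates reaching 60%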;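 further: 0% = median plate neutral-control signal and 100% = twice that signal; values of inactives mirror those of a sister screen read the other way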
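material = CHO ldlA[mSR-BI] cells | medium = Ham's F12 with 0.5% BSA, HEPES 25 mM, pH 7.4 | reagent = fluorescent DiI-HDL, 10 µg/mL final | compound dosing = single-point compound dose | incubation = 3 h, 37 °C | measured by = bottom-read fluorescence, 550/595 nm | measure = HDL uptake via cellular fluorescence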
NSD2 HMT inh – NSD2 (human) methyltransferase inhibition | AID 743445 | NSD2 peptide methylation, AlphaScreen, 120 min | O96028 | inhibition, % at 12.5 µM | hit rate 0.54% among 310,000; in the data active means inhibition above about 50%
Target sequence (O96028 whole entry, looked up): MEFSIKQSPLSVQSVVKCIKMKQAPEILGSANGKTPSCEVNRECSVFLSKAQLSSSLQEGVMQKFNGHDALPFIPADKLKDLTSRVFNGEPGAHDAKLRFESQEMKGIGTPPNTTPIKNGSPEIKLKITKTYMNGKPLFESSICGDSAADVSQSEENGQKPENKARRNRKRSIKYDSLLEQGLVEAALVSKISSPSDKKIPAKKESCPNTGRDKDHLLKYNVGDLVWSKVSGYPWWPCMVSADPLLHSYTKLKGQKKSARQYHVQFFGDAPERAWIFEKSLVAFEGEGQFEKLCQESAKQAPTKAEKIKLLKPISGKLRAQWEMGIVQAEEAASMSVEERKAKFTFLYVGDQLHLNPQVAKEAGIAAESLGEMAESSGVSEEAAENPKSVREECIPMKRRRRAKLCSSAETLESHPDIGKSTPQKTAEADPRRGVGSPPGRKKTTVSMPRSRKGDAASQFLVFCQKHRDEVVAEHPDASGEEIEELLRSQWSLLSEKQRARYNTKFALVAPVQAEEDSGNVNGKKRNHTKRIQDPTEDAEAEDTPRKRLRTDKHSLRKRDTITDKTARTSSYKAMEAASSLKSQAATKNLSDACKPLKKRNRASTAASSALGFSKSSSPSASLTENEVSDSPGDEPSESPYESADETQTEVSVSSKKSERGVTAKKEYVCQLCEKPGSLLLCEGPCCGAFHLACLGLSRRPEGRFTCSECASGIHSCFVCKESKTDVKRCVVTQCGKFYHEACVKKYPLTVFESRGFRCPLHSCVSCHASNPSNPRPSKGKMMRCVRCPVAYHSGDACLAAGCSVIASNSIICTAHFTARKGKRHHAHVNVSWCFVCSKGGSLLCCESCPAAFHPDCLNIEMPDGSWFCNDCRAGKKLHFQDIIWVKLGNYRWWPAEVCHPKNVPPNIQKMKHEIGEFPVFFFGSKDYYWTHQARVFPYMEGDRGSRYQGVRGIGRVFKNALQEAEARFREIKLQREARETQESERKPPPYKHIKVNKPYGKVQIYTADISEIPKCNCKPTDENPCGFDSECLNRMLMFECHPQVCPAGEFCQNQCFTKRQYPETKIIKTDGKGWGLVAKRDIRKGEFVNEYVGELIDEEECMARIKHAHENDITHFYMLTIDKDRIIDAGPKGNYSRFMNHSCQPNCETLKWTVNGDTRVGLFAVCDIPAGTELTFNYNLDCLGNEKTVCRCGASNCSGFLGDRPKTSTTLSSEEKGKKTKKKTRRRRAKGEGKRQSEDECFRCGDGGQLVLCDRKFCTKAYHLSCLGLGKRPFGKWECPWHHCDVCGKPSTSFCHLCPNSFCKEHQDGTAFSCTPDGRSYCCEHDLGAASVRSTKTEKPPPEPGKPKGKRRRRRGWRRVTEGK
PfHsp90 yeast 2 – inhibits growth of yeast expressing Plasmodium falciparum Hsp90; S. cerevisiae expressing PfHsp90, BacTiter-Glo ATP, 48 h; yeast lacking PDR1 and PDR3 efflux regulators; inhibition, % at 9.4 µM; AID 504621; hit rate 0.32% among 310,000;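 active means every replicate shows inhibition above about 80%, whatever the replicate mean, limit read from the data; inconclusive means mean inhibition reaches the set limit but some replicate falls short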;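 further: 0% = DMSO neutral controls and 100% = 20 µM radicicol positive controls; yeast relying on Plasmodium falciparum Hsp90 in place of its own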
CAL PDZ FP-2 – blocks peptide binding to human CAL PDZ domain; AID 504414; inhibition, % at 20 µM; purified CAL PDZ, TMR-peptide fluorescence polarization, 1 h; hit rate 0.02% among 330,000; Q9HD26;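 active means highest replicate inhibition of at least 40%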;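 further: plate controls were DMSO neutral control wells for no effect and unlabeled competitor peptide control wells for full effect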
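material = purified tagged CAL PDZ domain construct (CerCALP) | buffer or medium = sodium phosphate/NaCl buffer pH 7.4 with TCEP, IgG, Thesit | reagent = TMR-labelled reporter peptide T*-PRC34 bound in PDZ groove | incubation = 1 h room-temperature incubation prior to read | measured by = fluorescence polarization (mP) | evaluation = percent inhibition from loss of millipolarization | control set = unlabelled peptide and DMSO controls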
dFosB activator – activators of mouse delta FosB homodimer; hit rate 0.99% among 340,000; P13346; purified delta FosB, TAMRA-CDK5 oligo fluorescence polarization; percent of positive-control signal above neutral wells; activation, % at 25 µM; AID 493131;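 active means mean activation above about 17%, with every replicate also reaching it, limit read from the data, passing the limit was not always enough; inconclusive means only one of the two conditions met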;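 further: fluorescence polarization rise as delta FosB binds a TAMRA Cdk5 AP-1 oligo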
SR-BI DiI inh – inhibitors of mouse SR-BI mediated HDL lipid uptake | Q61009 | ldlA[mSR-BI] CHO cells, DiI-HDL uptake fluorescence, 3 h | inhibition, % at 12.5 µM | hit rate 0.96% among 320,000 | AID 488896;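 active means mean replicate inhibition of at least 70% and a set share of replicates each scoring 70 or more; inconclusive means meets just one of the two criteria; inactive means fails both criteria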;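 further: 0% = median of neutral control wells and 100% = median of positive control wells; values of inactives mirror those of a sister screen read the other way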
MITF TRPM1 HTS – activators of MITF-driven TRPM1 promoter activity in SK-MEL-5 cells | SK-MEL-5 TRPM1-promoter luciferase, 24 h; % of positive control, neutral wells = 0 | activation, % at 12.5 µM | hit rate 0.75% among 300,000;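 active means mean activation of at least 80% with every replicate also reaching 80%; inconclusive means mean reaches 80% but some replicate falls short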;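 further: 0% = neutral control wells and 100% = parthenolide positive control wells; values of inactives mirror those of a sister screen read the other way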
PvdQ acylase – P. aeruginosa PvdQ acylase inhibition; hit rate 0.063% among 340,000; AID 488965; inhibition, % at 10 µM; purified PvdQ acylase, fluorescence plate reader; in the data active means inhibition above about 30%, passing the limit was not always enough; inconclusive means no clear call, values can overlap the other calls;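 further: 0% = vehicle neutral wells and 100% = reference inhibitor wells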
* = called active by the depositor; ? = inconclusive; / = not tested or not shown; & = joins results of further samples. This is a random part of the collection; overall some 4.3% were active at least once.

CAL PDZ FP-1	Rtt109 Vps75	SR-BI uptake up	NSD2 HMT inh	PfHsp90 yeast 2	CAL PDZ FP-2	dFosB activator	SR-BI DiI inh	MITF TRPM1 HTS	PvdQ acylase	smiles
-2	-24	-13	3	-11	-0.5	-5	13	-1	-9	CC1(C)C([N+](=O)[O-])C(c2ccccc2O)NC(c2ccccc2O)C1[N+](=O)[O-] (stereo unspecified)
-8&-2	-3&4	-4&8	9&2	6&-25	0.7&-0.8	-6&-4	4&-8	-5&-5	-10&-13	CCN1CCN(CC(O)COc2ccc(C)c(C)c2)CC1 (stereo unspecified)
2	-1	8	1	7	-0.3	1	-8	-6	-13	Cc1ccc(C(=O)N/C(=C/c2cccc([N+](=O)[O-])c2)C(=O)NCC2CCCO2)cc1 (stereo unspecified)
2	-4	5	33	-6	-0.8	1	-5	5	-11	CCN(CC)CCNC(=O)c1ccc(NC(=O)C2CC(=O)N(CCc3ccc(OC)c(OC)c3)C2)cc1 (stereo unspecified)
0	-17	-13	4	2	-0.1	4	13	-14	10	Cc1ccccc1NC(=O)Nc1nnc(Cc2ccc([N+](=O)[O-])cc2)s1
-7	-4	-16	/	-8	1.6	-6	16	-1	2	O=C(Cc1cccc(NC(=O)C2CCCN(C(=O)C3CC3)C2)c1)Nc1cccc(C(=O)N2CCCCC2)c1 (stereo unspecified)
1	4	19	44	-10	-0.3	5	-19	3	-3	CNCCCOc1ccc(C)cc1Br
-5	-6	17	-1	-11	0.2	-1	-17	-9	-8	CC(C)CC(c1nnnn1Cc1ccc(F)cc1)N1CCC(C(N)=O)CC1 (stereo unspecified)
/	5	21	-2	/	-2.5	-17	-21	23	0	CC(C)Oc1ccc(C2c3c(oc4ccccc4c3=O)C(=O)N2CCCN2CCOCC2)cc1 (stereo unspecified)
-9	6	8	0	-8	/	-2	-8	1	-1	CCC(C(=O)Nc1cccc(C(=O)O)c1C)c1ccccc1 (stereo unspecified)
/	6	9	-1	13	-0.7	2	-9	2	3	Cc1nc(C)c(Oc2cccc(C(F)(F)F)c2)c(=O)[nH]1
-2	-3	-7	-1	-17	0.3	-3	7	0	-4	CC1=C(C(N)=O)S(=O)(=O)c2ccccc21

The results go on:
CAL PDZ FP-1	Rtt109 Vps75	SR-BI uptake up	NSD2 HMT inh	PfHsp90 yeast 2	CAL PDZ FP-2	dFosB activator	SR-BI DiI inh	MITF TRPM1 HTS	PvdQ acylase	smiles
/	-6	-35	-2	-10	-1.2	3	35	8	-3	COc1ccc(-c2nonc2NC(=O)c2oc3ccc(F)cc3c2C)cc1OC
-2	-4	1	-6	-27	0.4	4	-1	3	-8	O=C(Nc1ccc(S(=O)(=O)NCC2CCCO2)cc1)c1cnccn1 (stereo unspecified)
0	-12	-5	-2	4	0.2	-2	5	2	-11	Cc1ccccc1C(=O)Nc1ccccc1NC(=O)c1ccccc1Br
7	-12	-19	-2	12	-1.2	-1	19	50	-17	COc1ccc(NC(=O)C(C)Sc2ccccc2)cc1 (stereo unspecified)
/	-2	12	-5	-57	-2.9	6	-12	7	-10	Cc1ccc(C(=O)CCC(=O)OCC(=O)NNC(=O)c2ccccc2Cl)cc1
1	2	3	1	5	-2.4	-8	-3	-5	-7	CCCn1c(N)c(N(CCOC)C(=O)c2ccc(Cl)c([N+](=O)[O-])c2)c(=O)[nH]c1=O
-3	18	4	5	-101	-3.3	-8	-4	-3	9	CCC(C)(C)NC(=O)C(c1ccc(C)cc1)N(CC1CCCO1)C(=O)c1csnn1 (stereo unspecified)
-5	3	14	-1	-4	/	0	-14	-11	-14	CC(C)C(=O)N(Cc1ccc2c(c1)OCO2)Cc1ccccn1
0	18	8	0	4	-0.2	-4	-8	27	2	O=C(NNC(=S)Nc1ccccc1)c1ccccc1[N+](=O)[O-]
/	-2	10	4	6	0.0	-7	-10	4	-12	Cc1c(C(=O)OCC(=O)NCc2ccco2)cccc1[N+](=O)[O-]
1	5	-32	-2	17	-2.0	-4	32	?	-1	Cc1ccc(-n2ncc3c2ncn2c(C)nnc32)cc1C
/	-4	6	0	-18	-0.1	1	-6	-3	-3	CC(Sc1nnc(-c2ccco2)n1C)C(=O)N(C)C1CCCCC1 (stereo unspecified)

Further records:
CAL PDZ FP-1	Rtt109 Vps75	SR-BI uptake up	NSD2 HMT inh	PfHsp90 yeast 2	CAL PDZ FP-2	dFosB activator	SR-BI DiI inh	MITF TRPM1 HTS	PvdQ acylase	smiles
1	8	-26	2	-10	-3.1	-18	26	-10	-12	CCOc1ccc2c(c1)cc(CN(C(=O)CC)C1CCCCC1)c1nnnn12
-2	-2	-45	0	-5	-0.7	-3	45	17	7	COc1ccc(-c2cnnc(N/N=C/c3ccc(O)c(OC)c3)n2)cc1
/	5	9	-6	1	-0.2	2	-9	0	-14	CC(=O)c1cccc(-n2nnnc2SCC(=O)NNC(=O)C(C)C)c1
0	-5	-23	0	-50	-0.6	0	23	24	-6	O=C(NC(=S)Nc1ccccc1O)c1cncc(Br)c1
-6	4	21	/	12	-1.0	-1	-21	24	-10	CCOC(=O)[C@@H]1[C@H]2COc3cc(OC)ccc3[C@@H]2N2C(=O)N(c3ccc(Cl)cc3)C(=O)[C@@]12C
/	8	0	-2	4	0.0	-1	0	25	3	CCc1n(CC(O)COC2CCCCC2)c2ccccc2[n+]1C (stereo unspecified)
-3	-2	10	-4	1	0.8	9	-10	16	1	NC(=O)C1CCN(C(=O)c2cc(Cl)c3c(c2)OCCO3)CC1
-4	-9	-11	3	-10	-1.0	-7	11	2	-10	COc1ccc(N2CCN(C(=O)c3cccc(NC(=O)c4ccco4)c3)CC2)cc1
-3	1	24	-2	-44	0.1	0	-24	-1	-1	O=C(O)/C=C/c1ccc(S(=O)(=O)Nc2ccc(OCc3ccccc3)cc2)cc1
/	-7	-4	13	0	-1.9	-4	4	-11	6	CCOC(=O)C1=C(N2CCCCC2)c2cc3c(n2C1=O)CCCC3
-2	-11	50	31	0	-4.3	-7	-50	-96	-6	CCCC[n+]1ccn(C2=C([O-])c3ccccc3C(=O)/C2=N\S(=O)(=O)c2ccccc2)c1
4	4	13	-1	/	-4.9	-3	-13	-12	6	O=C(CNC(=O)c1cccs1)Nc1cccc(S(=O)(=O)N2CCOCC2)c1

The last 3 records of the section above come first, to join the parts:
CAL PDZ FP-1	Rtt109 Vps75	SR-BI uptake up	NSD2 HMT inh	PfHsp90 yeast 2	CAL PDZ FP-2	dFosB activator	SR-BI DiI inh	MITF TRPM1 HTS	PvdQ acylase	smiles
/	-7	-4	13	0	-1.9	-4	4	-11	6	CCOC(=O)C1=C(N2CCCCC2)c2cc3c(n2C1=O)CCCC3
-2	-11	50	31	0	-4.3	-7	-50	-96	-6	CCCC[n+]1ccn(C2=C([O-])c3ccccc3C(=O)/C2=N\S(=O)(=O)c2ccccc2)c1
4	4	13	-1	/	-4.9	-3	-13	-12	6	O=C(CNC(=O)c1cccs1)Nc1cccc(S(=O)(=O)N2CCOCC2)c1
-2	0	19	1	5	-0.6	-3	-19	2	-3	CCCCCn1c(CN2CCCCC2C)nc2c1c(=O)n(C)c(=O)n2C (stereo unspecified)
1	-4	31	-1	-11	-0.2	-1	-31	/	9	CC(CN1CCCCC1)OC(=O)c1ccccc1F (stereo unspecified)
-3	1	18	/	0	-1.7	1	-18	116*	1	COc1ccc(NC(=O)c2ccc(-c3ccccc3Cl)o2)cc1
-3	8	16	10	/	-0.1	-6	-16	-8	-14	CCOC(=O)C1=C(CC)Nc2ccccc2N=C1NC(=O)c1cc(S(=O)(=O)N2CCOCC2)ccc1C
-5	-7	-43	-3	8	-3.8	-10	43	29	-2	CCCC(=O)N(CCN1CCOCC1)c1nc2c(F)cc(F)cc2s1
-4	3	-14	1	9	-1.3	-7	14	6	11	CN(C)S(=O)(=O)c1cccc(-c2nnc(SCc3ccc4c(c3)OCCO4)o2)c1
/	-2	-16	1	/	0.3	-1	16	70	6	COC(=O)CN1C(=O)S/C(=C/c2cc(C)n(C)c2C)C1=O
-2	-8	6	0	-30	-2.3	-13	-6	-4	-13	CCOC(=O)C1=C(COC(=O)c2ncc(Cl)c(Cl)c2Cl)NC(=O)NC1C (stereo unspecified)
2	9	31	-3	6	-2.3	-6	-31	3	12	Cc1noc(C)c1S(=O)(=O)N1CCCC(C(=O)Nc2cccnc2)C1 (stereo unspecified)
9	6	/	-1	-17	-2.4	-2	-10	5	0	O=C(NC(=S)Nc1ccccc1Br)C1CC1
-4	0	7	-4	-2	-2.3	0	-7	32	-12	Cc1cc(NC(=O)c2ccccc2)ncc1NC(=O)c1cccs1
-3	-21	11	/	-2	0.1	-1	-11	13	-3	CCCCN=C1SC(C(=O)Nc2sc3c(c2C(=O)OC)CCC3)C(N)=C1C(=O)N1CCOCC1 (stereo unspecified)

The listing continues.
CAL PDZ FP-1	Rtt109 Vps75	SR-BI uptake up	NSD2 HMT inh	PfHsp90 yeast 2	CAL PDZ FP-2	dFosB activator	SR-BI DiI inh	MITF TRPM1 HTS	PvdQ acylase	smiles
3	-1	-10	-3	7	-2.0	-7	10	1	-12	C=CCN1CC(c2nc3ccccc3n2CCOc2ccccc2)CC1=O (stereo unspecified)
-6	-8	4	-3	5	0.5	0	-4	-2	-19	O=S(=O)(Nc1ccccc1N1CCOCC1)c1ccc(F)c(Cl)c1
-2	7	13	0	-1	-0.7	-9	-13	-3	-16	Cc1cc(C)n(CC(=O)N2c3ccccc3Sc3ccccc32)n1
0	7	22	2	-2	-2.9	-9	-22	-2	9	COc1ccc(CCN(C)C(=O)CSc2nc3ccccc3c(=O)n2CC2CCCO2)cc1OC (stereo unspecified)
